# Screens: PubChem, National Center for Advancing Translational Sciences (NCATS)
# CXXC DNA block – blocks binding of human MLL CXXC domain to DNA | MLL-CXXC / FITC-HOXA9 DNA fluorescence polarization | actives 0.037% (n = 290,000) | AID 2662 | Potency, µM (top dose mostly 115 µM), inactives show at the top dose activity change, negative = inhibition, most hits filed as inhibitors; active = well fitted inhibition curve with a large enough effect in the polarisation, with a control signal flat, not every such curve was filed as active; inconclusive = small, poorly fitted or top-dose-only effect, or effect the other way, or a change in a side signal; inactive = no such curve, though single readings can be large or run the other way; the % refers to the polarisation; note: potency is the fitted concentration of half-maximal effect
#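 Purified MLL-CXXC (added from a 7 uM solution) was preincubated 5 min at ambient with pinned compounds in 50 mM Tris-HCl pH 7.5, 50 mM NaCl, 1 mM DTT, 0.05% BSA. Fluorescein-labeled HOX-A9 DNA (50 nM solution) followed, 30 min, then polarization read.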
# FBPA coupling cs – coupling enzyme interference in Giardia aldolase counter-screen; coupling enzyme system counterscreen, AmpLite Red fluorescence; activity change, negative = inhibition, % at 58.2 µM, hits read low; actives 0.67% (n = 290,000); AID 2472; in the data active = activity change below about -30%; note: % is set by controls: 0 for no effect and ±100 for the full control effect
#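 Coupling enzymes only (glyceraldehyde-3-phosphate) + compound, at 57.5 uM final, 10 min RT; add substrate/coupling/AmpLite Red mix, 20 min RT; fluorescence ex 525/em 598 nm. Actives flag coupling-system interference.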
# Chronic BCR inh – chronic active BCR signaling inhibition. Potency, µM (series often up to 46.1 µM), for the others: at the highest dose ratio change, negative = lower green/red ratio, hits mostly inhibitors. actives 0.05% (n = 340,000). ABC-DLBCL IkBa-CBG/CBR reporter, luminescence ratio, 4 h; active = well fitted inhibition curve with a large enough effect in the signal ratio, with a control signal flat, not every such curve was filed as active; inconclusive = small, poorly fitted or top-dose-only effect, or effect the other way, or a change in a side signal; the % refers to the signal ratio;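 note: potency is the fitted concentration of half-maximal effect; plate controls were basal doxycycline-induced cells for no effect and cells given 10 µM MG132 for full effect; MG132 reads +100%, hits lower the ratio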
#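 TMD8 ABC-DLBCL cells carrying doxycycline-inducible green luciferase fused to IkappaBalpha plus unfused red luciferase were exposed to compounds (up to 46 uM) for 4 hrs at 37C. Activity came from the overlap-corrected green/red luminescence ratio.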
# TSHR antag – antagonists of human thyroid stimulating hormone receptor. P16473. activity change, negative = inhibition, % at 11.5 µM. actives 0.2% (n = 330,000). TSHR-expressing cells, TSH-stimulated cAMP HTRF, 2 h; active compounds read low. AID 504810;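 active = activity change below a set negative limit, meaning inhibition stronger than a set level, cut at about -70% in these data; inconclusive = activity change between two set negative limits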; note: % is set by controls: 0 for no effect and ±100 for the full control effect
# Target sequence (P16473 whole entry, looked up): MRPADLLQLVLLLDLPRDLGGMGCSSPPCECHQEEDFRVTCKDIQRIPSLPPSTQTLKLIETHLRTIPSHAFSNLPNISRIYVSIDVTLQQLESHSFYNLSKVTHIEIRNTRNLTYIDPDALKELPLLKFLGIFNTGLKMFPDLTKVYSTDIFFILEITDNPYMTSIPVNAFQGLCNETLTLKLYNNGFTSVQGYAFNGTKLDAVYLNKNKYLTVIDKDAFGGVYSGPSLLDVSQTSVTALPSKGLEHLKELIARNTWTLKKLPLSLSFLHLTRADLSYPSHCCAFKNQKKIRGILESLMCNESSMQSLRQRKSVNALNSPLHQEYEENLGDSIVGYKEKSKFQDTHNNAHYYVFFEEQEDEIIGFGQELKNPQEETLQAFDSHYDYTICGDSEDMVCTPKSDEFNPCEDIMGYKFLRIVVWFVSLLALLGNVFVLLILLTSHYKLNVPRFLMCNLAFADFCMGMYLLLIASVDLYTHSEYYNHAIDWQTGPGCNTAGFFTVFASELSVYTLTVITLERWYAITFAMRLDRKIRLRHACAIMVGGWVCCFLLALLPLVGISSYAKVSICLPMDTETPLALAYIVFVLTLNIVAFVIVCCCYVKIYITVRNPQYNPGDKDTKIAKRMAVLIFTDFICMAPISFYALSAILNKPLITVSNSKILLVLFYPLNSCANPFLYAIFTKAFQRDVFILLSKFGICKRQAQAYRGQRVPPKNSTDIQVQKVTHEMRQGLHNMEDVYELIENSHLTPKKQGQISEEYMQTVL
#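 Freshly harvested TSHR cells receive pin-tooled compound, then EC80 TSH at 4nM final. After 2 hours at 37 deg C, antibody in lysis buffer and cAMP-d2 are added; 30 minutes at ambient temperature precede the HTRF read.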
# KCNH2 WT inh – blocks the wildtype human KCNH2 potassium channel; U2OS, BacMam KCNH2, thallium flux FluxOr; active compounds read low; activity change, % at 1.84 µM; actives 0.37% (n = 340,000); Q12809; AID 720551;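 active = maximum activity change below -70%; inconclusive = maximum activity change between -70% and -50%; inactive = maximum activity change above -50%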; note: % is set by controls: 0 for no effect and ±100 for the full control effect
#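 U2OS cells were transduced with wild-type KCNH2 virus (2.03 x 10^8 / mL) for 4 h at room temperature, then cultured overnight at 37 C. Thallium flux was read with FluxOr dye. Rate constants were normalized to DMSO controls.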
# TCR act – T cell receptor activation | 330,000 tested, under 10 active | Potency, µM (doses to about 9.22 µM), for inactives: at the top dose activation of IL-2 secretion, usual class: activators | primary human leukocytes, anti-CD3, IL-2 HTRF, 48 h; note: % of control where 0% means no effect
#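 Compounds are tested in HTS on primary human leukocytes co-incubated with a-CD3 beads for 48 hr. IL-2 output is measured by time-resolved FRET.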
# GALK inh – blocks human galactokinase activity; Potency, µM (doses to about 57.5 µM), for the others: top-dose activity change, negative = inhibition, hits mostly inhibitors; actives 0.007% (n = 270,000); Purified GALK, Kinase-Glo residual ATP luminescence; P51570; note: potency is the fitted concentration of half-maximal effect; % is set by controls: 0 for no effect and ±100 for the full control effect
#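 GALK at 5 nM final was combined with compound, 35 uM ATP and 100 uM galactose in HEPES pH8.0 with MgCl2 and DTT. The reaction ran one hour at room temperature before luminescent ATP detection.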
# A-T KAP1 phos – potential ataxia-telangiectasia treatments restoring KAP-1 phosphorylation; AID 485349; Potency, µM (doses to about 57.5 µM), for inactives: top-dose activation, most hits filed as activators; actives 0.19% (n = 320,000); […] A-T fibroblasts, KAP-1 phosphorylation AlphaLISA; neocarzinostatin DNA damage 30 min before lysis; note: potency is the fitted concentration of half-maximal effect; % of control where 0% means no effect; nearly all actives have a fitted effect of over 45% in size
#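 ATM-like activity read as KAP-1 phosphorylation via AlphaLISA donor/acceptor antibody pairs after lysis and 6 hr at 25C. Cells were ATM-null patient fibroblasts ([…], hTERT), dosed 60 min, then exposed to the DSB inducer NCS for 30 min.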
# Tb PFK block – inhibitors of T. brucei phosphofructokinase; O15648; AID 485367; actives 0.17% (n = 330,000); T. brucei PFK, ADP-Glo luminescence; Potency, µM (titrated, usually from 57.5 µM), without a hit: top-dose activity, negative = inhibition, actives largely listed as inhibitors;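 note: potency is the fitted concentration of half-maximal effect; 0% = uninhibited 1x PFK enzyme wells and -100% = no-enzyme wells; nearly all actives have a fitted effect of over 60% in size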
#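 1.25 nM PFK with 0.5 mM F6P and 0.1 mM ATP in 0.1 M TEA pH 8.0, 5 mM MgCl2, incubated 45 min at room temperature; ADP measured by ADP-Glo luminescence; compounds titrated up to 57 uM.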
# Giardia killer – Giardia lamblia killing; activity change, % at 7.66 µM, hits read low; Giardia lamblia trophozoite viability; actives 0.15% (n = 340,000); in the data active = activity change below about -80%; inconclusive = between about -30% and that limit;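 note: parasites exposed to compound for two days anaerobically before the ATP read; % is set by controls: 0 for no effect and ±100 for the full control effect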
#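 Killing of trophozoites was scored by loss of ATP luminescence after a 48 hrs anaerobic exposure to compounds at 37 deg C, using 100 cells per well.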
# * hit, by the source's call; ? = inconclusive; . = not tested or not shown; [ ] = another dose, or the depositor's remark. Unless noted, calls come from the whole dose curve; as a rule, active = well fitted curve in the direction sought with a large enough effect; inconclusive = small, poorly fitted or top-dose-only effect, or another doubt; inactive = no such curve, though single readings can be large; an effect the other way counts as inactive or inconclusive.
SMILES,CXXC DNA block,FBPA coupling cs,Chronic BCR inh,TSHR antag,KCNH2 WT inh,TCR act,GALK inh,A-T KAP1 phos,Tb PFK block,Giardia killer
O=C(NCC1CCCN(C(=O)c2cccnc2)C1)c1ccc(-c2ccccc2)cc1 (stereo not given),-3%,-3,3%,2,6,6%,6%,2%,-6%,-14
Cc1ccc(SCc2ccc(C(=O)NCc3cccnc3)cc2)cc1,4%,0,11%,11,-3,3%[46.1 µM],1%,-2%,3%,-5
Cc1ccnc(N2CCCC(C(=O)Nc3nnc(C)s3)C2)n1 (stereo not given),9%,1,?,0,4,5%,6%,8%,-1%,10
O=C(Cc1cccs1)N/N=C/C(Br)=C/c1ccccc1,17%,-1,?,6,-4,.,3%,-7%,-4%,3
COC(=O)c1ccc2c(c1)N(C)CCS2,-1%,-1,?,-1,-1,-13%[46.1 µM],-1%,4%,-5%,11
CCCn1c(SCC(=O)Nc2sc(C)c(C)c2C(=O)OC)nc2c1c(=O)n(C)c(=O)n2C,0%,-2,-3%,-2,.,.,-2%,-1%,1%,.
C/C(=N\NC(=O)c1c(Br)c(C)nn1C)c1cccc(NC(=O)C2CCC2)c1,18%,3,?,2,4,2%,-2%,-12%,10%,3
CCCCC1(CC(=O)OCC)C(=O)N(c2ccccc2)N(c2ccccc2)C1=O,28%,-2,3%,17,-1,2%[46.1 µM],1%,0%,10%,-1
O=C(CCNC(=O)C1CCN(S(=O)(=O)c2ccc(F)cc2)CC1)NCc1ccccc1,0%,.,-1%,-6,2,-1%,-2%,-3%,0%,24
COc1ccc(C2C(C#N)=C(N)Oc3cc4c(cc32)OCO4)cc1 (stereo not given),3%,-5,6%,10,4,4%,-1%,-10%,3%,2
O=C(COC(=O)CNC(=O)c1ccc(Br)cc1)Nc1nnc(-c2ccccc2)o1,.,.,0%,4,9,4%,.,4%,-2%,7
CCOC(=O)N1CCC(NC(=O)C2CCN(C(=O)N3CCOc4ccccc43)CC2)CC1,10%,0,18%,8,0,-4%,0%,-2%,-7%,-12

# A run of entries taken from the entries so far, as a working copy:
SMILES,CXXC DNA block,FBPA coupling cs,Chronic BCR inh,TSHR antag,KCNH2 WT inh,TCR act,GALK inh,A-T KAP1 phos,Tb PFK block,Giardia killer
O=C(NCC1CCCN(C(=O)c2cccnc2)C1)c1ccc(-c2ccccc2)cc1 (stereo not given),-3%,-3,3%,2,6,6%,6%,2%,-6%,-14
Cc1ccc(SCc2ccc(C(=O)NCc3cccnc3)cc2)cc1,4%,0,11%,11,-3,3%[46.1 µM],1%,-2%,3%,-5
Cc1ccnc(N2CCCC(C(=O)Nc3nnc(C)s3)C2)n1 (stereo not given),9%,1,?,0,4,5%,6%,8%,-1%,10

# Next section:
SMILES,CXXC DNA block,FBPA coupling cs,Chronic BCR inh,TSHR antag,KCNH2 WT inh,TCR act,GALK inh,A-T KAP1 phos,Tb PFK block,Giardia killer
CCOC(=O)/C(C#N)=C/Nc1cc(C(=O)OCC)cc2c(OC)c(OC)ccc12,-2%,0,8%,7,-1,4%,-2%,0%,1%,15
CC1CCCN(CCCNC(=O)C2CC(=O)N(CCc3ccccc3)C2)C1 (stereo not given),-5%,-8,-1%,26,-3,2%,-2%,-9%,3%,2
Cc1cccc(N2CCN(C(=O)c3ccc4c(c3)NC(=O)C(CSCc3ccc(F)cc3)N4)CC2C)c1 (stereo not given),2%,5,?,1,.,.,6%,-6%,-8%,.
Cc1cc(Cl)ccc1OCc1cn2cccnc2n1,-8%,0,?,-2,-2,-4%,1%,10%,-5%,-2
CCN(C[C@H]1N[C@@](Cc2ccccc2)(C(=O)OC)[C@H]2C(=O)N(Cc3ccccc3)C(=O)[C@@H]12)S(=O)(=O)c1ccc(OC)cc1,.,.,2%,1,-3,-14%,.,2%,0%,5
COc1cc(/C=N/Nc2nc3ccccc3[nH]c2=O)ccc1O,?,0,?,-2,-1,-3%,1%,-10%,10%,-1
O=S(=O)(c1ccccc1)N1CCN=C1SCc1ccccc1,-4%,-26,-2%,4,3,-4%,0%,6%,-4%,32[activator]
Cc1c(/C=N/O)c2ccccn2c1C=O,11%,-5,-1%,-4,4,3%,0%,4%,1%,-14
CC(C)n1cc(NC(=O)c2cc(-c3ccccc3)on2)cn1,-14%,-1,?,-20,1,-6%,-3%,.,2%,0
Nn1c(SC/C=C/c2ccccc2)nnc1-c1ccccn1,-2%,3,?,13,-3,6%,3%,3%,0%,-2
Cc1ccc(SCc2cc(=O)[nH]c(Nc3nc(C)c4cccc(C)c4n3)n2)cc1,44%[activator],2,-4%,20,32,.,-1%,3%,2%,-7
CCN(CC)CCCN1C(=O)C(=O)/C(=C(/O)c2ccccc2)C1c1cc(OC)ccc1OC (stereo not given),5%,0,0%,2,-14,2%,3%,11%,3%,-18
Cc1cc(OCC(=O)Nc2ccccc2N2CCCC2)ccc1C(C)C,.,.,?,-13,-10,4%,.,11%,-2%,-26
COc1ccc(C(=O)Nc2cnc3ccccn3c2=O)cc1,1%,0,?,-2,-10,-1%,1%,0%,2%,2
O=C(Nc1ccc(S(=O)(=O)Nc2ccccc2F)cc1)N1CCCCC1,3%,.,0%,14,9,0%,-1%,-12%,-15%,-2
CCN1C(=O)/C(=C2/C(=O)N3c4c(cc(OC(C)=O)cc42)C(C)=CC3(C)C)SC1=S,-2%,0,7%,4,3,-2%[46.1 µM],5%,-12%,-6%,10
CN(CC(=O)Nc1ccc(Cl)cc1)C(=O)c1cccc(S(=O)(=O)N(C)C)c1,-7%,-1,-8%,-2,8,6%[46.1 µM],0%,5%,-4%,-2
O=C(Nc1ncn[nH]1)c1ccccc1Br,1%,-1,4%,2,-8,2%[46.1 µM],2%,6%,0%,0
Nc1nonc1-n1nnc(C(=O)N/N=C/c2cccc(Cl)c2)c1CSc1ccc(Cl)cc1,17%,-5,19%,-15,9,4%,-1%,-8%,3%,-15
Cc1ccsc1C(=O)OCC(=O)N(Cc1ccccc1)C(C)C,.,.,-4%,11,1,7%[46.1 µM],.,-1%,-1%,6
CCc1cc(=O)oc2cc(OCC(=O)NCCCN3CCCC3=O)c(Cl)cc12,8%,.,-6%,1,-32,-3%,9%,-11%,0%,-4
Cc1c2ccccc2nc2c(F)c(NCCO)c(F)c(F)c12,?,-30,7%,2,-1,-1%[46.1 µM],2%,17%,0%,0
O=C(O)c1cccc(CSc2nnc(-c3ccco3)o2)c1,2%,8,?,2,13,.,1%,0%,-2%,-16
CCC(=O)N1c2ccccc2-c2nnc(SC)nc2OC1c1ccc(N(C)C)cc1 (stereo not given),16%,1,4%,-4,-4,4%,.,-1%,0%,-5
Cc1ccc(C)c(S(=O)(=O)N2CCN(C(=O)Cc3ccsc3)CC2)c1,4%,1,-18%,2,-6,-4%,-1%,-8%,0%,-7
Cc1ccc(C(=O)C(OC(=O)CNC(=O)c2ccc(Cl)cc2)c2ccccc2)cc1 (stereo not given),13%,.,-9%,0,4,3%,0%,6%,1%,-8
CN1C(=O)C(C)(C)c2cc(S(=O)(=O)N3CCCC(C(=O)Nc4ccc(Cl)cc4)C3)ccc21 (stereo not given),13%,0,0%,-8,28,0%,.,-2%,1%,1
Cc1ccc(C(=O)NCCNc2ccc(Cl)cc2[N+](=O)[O-])o1,3%,-1,5%,4,-8,1%,-1%,-7%,0%,9
O=C(COc1ccccc1[N+](=O)[O-])N/N=C/c1cccs1,-1%,1,?,-3,7,2%[46.1 µM],-2%,3%,3%,23
O=C(CSc1nc(=O)n(CCCN2CCOCC2)c2c1CCCC2)Nc1cccc([N+](=O)[O-])c1,.,.,3%,-2,11,-9%,.,6%,13%,-9
Nc1nonc1C(=O)NCCNc1ccc([N+](=O)[O-])cc1,2%,1,-4%,3,5,0%,-4%,-9%,?,-8
O=C(CCNC(=O)N1CCn2c1nc1ccccc12)NCc1ccc(Cl)cc1,7%,4,-9%,-7,-1,-1%,13%,3%,-1%,-28
CCc1ccc(/C=C2/SC(=S)N(CCC(=O)Nc3ccc(C(=O)O)cc3)C2=O)cc1,-1%,4,?,-10,.,.,-4%,0%,-7%,.
CC(NC(=O)C1CCC(C(=O)NC(C)c2ccccc2)CC1)c1ccccc1 (stereo not given),7%,2,6%,-2,-12,-1%,6%,6%,-1%,-1
Cc1cccc(C)c1N1C(=O)CC(N2CCN(S(=O)(=O)c3ccccc3F)CC2)C1=O (stereo not given),.,.,0%,.,-4,2%,.,15%,8%,-10
COc1ccc(C)cc1NC(=O)Nc1cccc(C)c1,-1%,-5,6%,-11,-3,3%,0%,0%,6%,1
CCC(C)NS(=O)(=O)c1ccc(S(=O)(=O)Nc2cc3c(cc2C(C)=O)OCO3)cc1 (stereo not given),5%,6,1%,-11,-22,5%,8%,-6%,4%,-7
OC1CCCN(Cc2cccc3ccccc23)C1 (stereo not given),2%,4,-1%,-4,0,-4%,0%,-2%,0%,-5
